CHRM5 antagonist = blocks acetylcholine activation of human M5 receptor; P08912; CHO-hM5 cells, Fluo-8 calcium fluorescence, ACh EC80; inhibition, % at 3 µM; 360,000 compounds, 0.59% hits;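 active = inhibition above a per-plate cutoff, the mean of that plate's test compounds plus 3 SD, cut at about 27% in these data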;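 also: 0% = acetylcholine EC80 with DMSO and 100% = DMSO without agonist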
Target sequence (P08912 whole entry, looked up): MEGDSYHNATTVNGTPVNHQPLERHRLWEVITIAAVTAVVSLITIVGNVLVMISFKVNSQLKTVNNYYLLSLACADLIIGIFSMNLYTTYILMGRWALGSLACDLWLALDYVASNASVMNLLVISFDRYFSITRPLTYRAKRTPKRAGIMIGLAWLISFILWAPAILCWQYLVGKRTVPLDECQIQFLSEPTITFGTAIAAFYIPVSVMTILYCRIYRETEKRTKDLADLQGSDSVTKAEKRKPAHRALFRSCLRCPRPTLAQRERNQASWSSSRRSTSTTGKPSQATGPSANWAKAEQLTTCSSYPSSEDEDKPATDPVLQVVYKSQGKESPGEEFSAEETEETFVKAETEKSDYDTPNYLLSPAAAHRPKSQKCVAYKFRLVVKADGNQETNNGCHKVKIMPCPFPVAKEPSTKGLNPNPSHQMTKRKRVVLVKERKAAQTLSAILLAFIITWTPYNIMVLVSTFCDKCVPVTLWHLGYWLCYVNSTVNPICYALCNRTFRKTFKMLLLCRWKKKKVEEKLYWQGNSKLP
CRFBP-R2 agonist = CRF-BP/CRF-R2 complex agonism; activation, % at 13.2 µM; HEK293 CRF-R2/CRF-BP, calcium dye fluorescence (FLIPR); percent of saturating CRF peptide response; 350,000 compounds, 0.46% hits;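 active = activation of at least 50%, plus an integration ratio under a set limit after plate pattern correction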;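 also: plate controls were neutral control wells without compound for no effect and CRF at EC100 for full effect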
CHRM4 PAM = CHRM4 positive allosteric modulation. 360,000 compounds, 0.4% hits. activation, % at 3 µM. P08173. CHO-K1 hM4/Gqi5, Fluo-8 calcium fluorescence, ACh EC20; 0% = ACh EC20, 100% = maximal ACh;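 active = activation above its plate's cutoff, the mean activation of sample wells plus 3 SD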; also: some results filed as inactive read as strong as hits
M5 ag = CHRM5 agonism in calcium assay; CHO-K1 hM5 cells, Fluo-8 calcium fluorescence; 0% DMSO wells, 100% maximal acetylcholine response; 360,000 compounds, 0.19% hits; activation, % at 3 µM;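 active = activation above the run's mean over test compounds plus 3 SD, cut at about 23% in these data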;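 also: signal is peak over basal fluorescence ratio across the kinetic read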
TAAR1 agonist = human TAAR1 agonism; 360,000 compounds, 0.99% hits; CHO RD-HGA16 TAAR1, Fluo-8 calcium fluorescence; vehicle wells 0%, saturating PEA agonist 100%; AID 624467; activation, % at 3 µM; Q96RJ0;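 active = activation above the mean activation of all test compounds in the run plus 3 SD, cut at about 38% in these data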
Target sequence (Q96RJ0 whole entry, looked up): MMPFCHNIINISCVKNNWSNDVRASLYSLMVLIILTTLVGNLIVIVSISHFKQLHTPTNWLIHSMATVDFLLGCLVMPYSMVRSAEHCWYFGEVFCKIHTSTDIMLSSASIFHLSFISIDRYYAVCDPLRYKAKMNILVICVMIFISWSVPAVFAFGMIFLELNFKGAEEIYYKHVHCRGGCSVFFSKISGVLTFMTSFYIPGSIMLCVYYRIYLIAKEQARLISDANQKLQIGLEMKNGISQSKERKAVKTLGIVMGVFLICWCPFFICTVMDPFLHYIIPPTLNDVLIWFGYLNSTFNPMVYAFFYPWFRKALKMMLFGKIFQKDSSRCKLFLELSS
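Assay system: CHO-derived RD-HGA16 cells with stable Gα16 and human TAAR1; timing: 17-24 h seeding, 75 min 37 °C dye, 30 min RT; read-out: % activation from peak over basal fluorescence ratio, DMSO-to-PEA scaled; measured by: kinetic Fluo-8 calcium fluorescence; benchmarks: low control DMSO, high control PEA (EC100); doses: 3 µM single concentration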
M1 PAM parental = nonselective activator or artifact in parental CHO-K1 calcium assay; AID 602247; activation, % at 3 µM; ATP EC20, Fluo-8 calcium fluorescence; 0% at ATP EC20, 100% at ATP max; 360,000 compounds, 0.02% hits;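 active = activation above the run cutoff, the mean activation of all test compounds plus 3 SD, cut at about 40% in these data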;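 also: peak over basal fluorescence ratio in a 140 s read after ATP addition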
CRFBP-R2 block = antagonists of CRF-binding protein/CRF-R2 receptor complex. AID 588475. inhibition, % at 11.8 µM. HEK293 CRF-R2/CRF-BP, CRF-induced calcium fluorescence. 350,000 compounds, 0.59% hits;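 active = inhibition of the ligand-induced calcium signal above about 50% at the single tested concentration, limit read from the data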
CHRM5 PAM = potentiates acetylcholine response at human M5 receptor. CHO-K1 hM5, Fluo-8 calcium, ACh EC20 PAM; 0% = ACh EC20, 100% = ACh EC100. 360,000 compounds, 0.3% hits. activation, % at 3 µM. P08912;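 active = activation above the run cutoff, the mean activation of all test compounds plus 3 SD, cut at about 18% in these data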
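System: CHO-K1 cell line with stable human muscarinic M5 receptor expression | Also added: EC20 acetylcholine as agonist stimulus | Compound: One concentration, 3 µM final (nominal) | Timing: Fluo-8 loading 80 min at 37 °C plus 30 min room temperature | Measured by: Fluo-8 calcium dye fluorescence, kinetic read | Read-out basis: % activation, ACh-normalized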
TAAR1 antagonist = antagonists of human TAAR1; CHO RD-HGA16 TAAR1, Fluo-8 calcium fluorescence, antagonist; inhibition, % at 3 µM; 360,000 compounds, 1.5% hits;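 active = inhibition above a per-plate cutoff, the mean inhibition of test compounds on that plate plus 3 SD, cut at about 49% in these data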;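 also: 0% = DMSO plus EC80 beta-PEA response and 100% = DMSO alone without agonist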
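Test system: RD-HGA16 CHO cells with stable hTAAR1 and Gα16 / Probe or stimulus: EC80 β-phenethylamine stimulus / Times: seeding 17-24 h prior, 75-min 37 °C, 30-min RT dye loading / Detection: Fluo-8 calcium-sensitive fluorescence / Read-out basis: % inhibition scaled between DMSO and EC80 PEA controls / Repeats: singlicate, one well per test compound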
Active calls of the source: *; x = not tested or not shown.

SMILES	CHRM5 antagonist	CRFBP-R2 agonist	CHRM4 PAM	M5 ag	TAAR1 agonist	M1 PAM parental	CRFBP-R2 block	CHRM5 PAM	TAAR1 antagonist
CCCCNC(=O)CC1N=C2c3ccccc3N=C(SCC(=O)Nc3ccccc3OC)N2C1=O (stereo not drawn)	-1	0.6	5	-9	-1	-15	-9	-9	15
Cc1ccccc1CN1C(=O)CN(S(C)(=O)=O)CC1(C)C(=O)NCc1ccccc1 (stereo not drawn)	-4	x	8	0	2	x	x	8	-14
O=C(NC(c1ccc(-c2ccccc2)cc1)c1cnccn1)C1CCN(CCOc2ccc(F)cc2)CC1 (stereo not drawn)	0	x	-12	5	34	-1	x	-7	71*
Cc1ccc(C)c(CN2CCC(n3nccc3NC(=O)CCCc3ccccc3)CC2)c1	3	-0.7	-9	-2	6	19	-1	-1	-5
CCn1c(CC(=O)Nc2cccc(OC)c2)nnc1SCC(=O)N1CCN(c2ccccc2)CC1	0	-0.3	4	-1	5	4	-3	-7	-17
CCOc1ccc(CN2CCN(Cc3cnc(N4CCOCC4)s3)CC2CCO)cc1 (stereo not drawn)	5	3.6	-4	-2	3	-2	-9	6	-14
CCOC(=O)c1cnc2c(c(C)nn2C)c1Oc1ccc(OC)cc1	-4	-4.5	2	-5	9	14	20	-2	1
CC(C)(C)OC(=O)n1cc(/C=N/NC(=O)c2ccco2)c2ccccc21	20	0.1	-6	-5	2	3	-3	-9	24
Cc1ccccc1NC(=S)NC1CCN(Cc2ccccc2)CC1	-1	1.4	-2	-4	1	12	21	-2	20
Cc1ccc(Sc2ccc(N)cn2)cc1	5	-0.1	-1	-1	1	9	-11	4	-41
NC(=O)c1sc2nc(-c3ccccc3)ccc2c1N	15	1.3	4	-1	-1	24	1	-8	20
CCc1ccccc1NC(=O)C1C(c2ccccc2)C1(Cl)Cl (stereo not drawn)	-3	-1.3	-2	-5	-3	8	33	-5	-4
O=C(c1ccc([N+](=O)[O-])s1)N1CCc2ccccc2C1	-3	-1.5	-3	-6	13	19	-9	-2	11
Cc1nc(N2CCN(c3ccccc3)CC2)nc2c1C(=O)CC(c1ccccc1)C2 (stereo not drawn)	-6	0.3	-2	3	6	5	16	4	-4
CC(=O)c1ccc(N2CCN(Cc3cc(=O)n4c(-c5ccccc5)csc4n3)CC2)cc1	0	-0.4	-15	0	-2	2	7	-8	-2
Cc1ccc2cc(CN(CC(C)C)S(=O)(=O)c3ccccc3)c(=O)[nH]c2c1	-7	1.8	9	-2	x	0	-34	5	x
CCN(CC)C(=O)N1CCN(C(=O)N(CC)CC)CC1	-1	-1.0	3	-3	11	32	17	3	3
Cc1ccc(NC(=O)Nc2ccc3c(c2)N(C)C(=O)CS3)cc1C	15	0.6	-13	7	6	-6	22	-25	50*
Nc1c(C(=O)NCC2CCCO2)sc2nc3c(c(-c4ccco4)c12)CC/C3=C\c1ccco1 (stereo not drawn)	12	3.1	0	0	16	-6	0	-8	53*
O=C(/C=C/[C@H]1O[C@@H](n2cnc3c(NC(=O)c4ccccc4)ncnc32)[C@H](O)[C@@H]1O)NCc1cccc2ccccc12	-9	x	3	4	1	-3	x	0	2

A few values from above.
`CCN(CC)C(=O)N1CCN(C(=O)N(CC)CC)CC1` in CRFBP-R2 agonist has -1.0
`CCn1c(CC(=O)Nc2cccc(OC)c2)nnc1SCC(=O)N1CCN(c2ccccc2)CC1` in CHRM5 antagonist has 0

Later entries
SMILES	CHRM5 antagonist	CRFBP-R2 agonist	CHRM4 PAM	M5 ag	TAAR1 agonist	M1 PAM parental	CRFBP-R2 block	CHRM5 PAM	TAAR1 antagonist
OCc1nnc2c3ccccc3c(-c3ccccc3)nn12	7	-1.9	-1	1	14	8	-12	-2	13
O=C(CSc1nc2ccccc2[nH]1)N/N=C/C=C/c1ccccc1[N+](=O)[O-]	2	0.0	0	-3	0	-9	3	2	5
COc1ccc(/C(O)=C2/C(=O)C(=O)N(c3ccccn3)C2c2ccc(OC)cc2)cc1 (stereo not drawn)	17	-0.5	2	-4	0	-3	9	-9	-3
O=C(CCCCn1c(=S)[nH]c2ccsc2c1=O)NCc1ccc2c(c1)OCO2	12	0.3	-3	-1	10	14	17	4	27
CCCCNC(=O)c1nc(-c2cc3ccccc3[nH]2)oc1-c1cccc(C(F)(F)F)c1	8	x	9	2	1	x	x	-3	-23
Cc1cc(C)c(C)c(S(=O)(=O)N2CCC(C(=O)Nc3ccccc3N3CCOCC3)CC2)c1C	-5	0.5	4	-1	1	28	-21	1	3
COc1ccc(NC(=O)CN2CCC(NC(=O)c3ccco3)CC2)c([N+](=O)[O-])c1	12	-3.1	1	-1	1	-21	-5	-5	-7
Cc1cc(NC(=O)C(C)SCC(=O)OCC(=O)Nc2c(C)cccc2C(C)C)no1 (stereo not drawn)	1	-1.8	6	2	0	-10	6	0	11
NC(=O)c1sc(=S)n2c1[nH]c(=O)c1sccc12	9	9.7	-3	2	7	19	-47	2	-5
Cc1ccc(C(=O)N2N=C(c3cccc(NS(C)(=O)=O)c3)CC2c2cccs2)cc1 (stereo not drawn)	21	2.3	-11	0	11	-2	-5	-11	51*
CN(C)C(CNC(=O)C1CCN(S(=O)(=O)c2ccc(Cl)cc2)CC1)c1ccccc1 (stereo not drawn)	-2	1.5	0	-7	1	8	-1	2	-8
COC(=O)c1cc(=O)nc(NN=Cc2ccc(OC)cc2)s1	-7	x	-2	1	x	-9	x	2	x
Cc1nc(Cl)c(C(=O)NCc2ccccc2)c(C)c1[N+](=O)[O-]	-3	-4.2	3	-8	2	2	23	3	2
COC(=O)C1=C[C@@H](C(=O)OC)[C@@H]2C3=C(C(=O)[C@]2(CC(C)C)NC(=O)c2ccccc2)[C@H](C)n2c(=O)n(-c4ccccc4)c(=O)n2[C@@H]3C1	20	-0.9	-3	-4	-1	-18	-4	-3	-7
Cc1nn(-c2ccc(F)cc2)c(Cl)c1/C=C(/CCC(=O)O)c1nc2ccccc2s1	17	0.7	2	3	1	6	7	-12	-29
O=C(Nc1ccc(Oc2ccsc2C(=O)O)cc1)c1ccccc1F	5	1.1	0	-2	1	9	6	-4	2
O=C(Cn1ccc([N+](=O)[O-])n1)N1CCCc2ccccc21	1	-0.8	3	1	6	9	23	2	-22
COc1ccc(NS(=O)(=O)c2cc(NC(=O)CCNC(C)=O)ccc2N2CCCCC2)cc1	8	5.2	-2	0	1	18	-16	0	8
CCOC(=O)c1cc(NC(=O)CCC(=O)O)ccc1N1CCCCC1	-6	1.5	-3	4	6	1	-5	4	-25
Cc1nc(NC(C)C)c2cnn(CCc3ccccc3)c2n1	-8	1.7	5	2	24	6	-4	-2	9
O=C(NCCN1CCN(c2ccccc2F)CC1)C1CCCN(S(=O)(=O)c2cnc[nH]2)C1 (stereo not drawn)	-2	-1.3	3	-2	0	1	14	-5	-13
Nc1nnc(SCC(=O)NC2CCCCC2)s1	-1	3.4	-2	-1	5	12	-9	-2	11
O=C(COC(=O)c1cc([N+](=O)[O-])ccc1NCCO)NCc1cccs1	3	0.9	-1	-1	7	-13	4	-1	5
CCOC(=O)C1=CCN(S(=O)(=O)c2ccccc2Br)C1c1ccccc1 (stereo not drawn)	-2	x	-4	-5	1	7	x	-8	-9
CNC(=O)NC(=O)COC(=O)c1cccc(S(=O)(=O)N2CC3(C)CC2CC(C)(C)C3)c1 (stereo not drawn)	15	0.4	-2	-2	1	-7	3	-1	-15
Cc1cc(/C=N/NC(=O)Cn2c3ccccc3c(=O)c3ccccc32)c(C)n1-c1ccccc1	0	-1.7	1	-4	1	11	32	2	10
CCCNC(=O)c1cc(C2CCCCN2C(=O)OCCF)on1 (stereo not drawn)	0	x	7	-2	1	18	x	0	-11
Cc1cc(/C=C(\C#N)C(=O)OCC#N)c(C)n1CC(C)C	-16	32	2	-1	1	20	-24	4	1
CC(=O)Nc1ccc(S(=O)(=O)Nc2cccc(NC(=O)C(C)(C)C)c2)cc1	0	0.8	1	0	8	-6	36	-5	0
Cc1nn(-c2ccccc2)c(Cl)c1C(=O)Nc1ccc(N2CCOCC2)cc1	3	1.3	0	-4	1	10	7	-7	-9
Cc1ccc(C)c(NC(=O)C2CC(=O)N(C(C)C)C2)c1 (stereo not drawn)	0	-1.0	0	-3	3	12	28	-4	-11
CCOC(=O)c1oc2ccc(Br)cc2c1COC(=O)C1=COCCO1	14	0.5	-16	-8	4	-14	9	-29	-46
CCCCCCNc1c(C(=O)OCC)c(=O)[nH]c2ccccc12	-7	-1.6	-3	2	14	24	-1	-12	24
CN1CCN(C(=O)CN(C2CCCCC2)S(=O)(=O)c2ccc(Br)cc2)CC1	-15	18	0	-6	7	18	-11	1	2
CCC(=O)Nc1sc(Cc2ccc3c(c2)OCO3)c(C)c1C(N)=O	13	-0.4	3	0	-3	19	-2	2	3

Sorted by heavy-atom count (largest number first): 10 of the compounds above
SMILES	CHRM5 antagonist	CRFBP-R2 agonist	CHRM4 PAM	M5 ag	TAAR1 agonist	M1 PAM parental	CRFBP-R2 block	CHRM5 PAM	TAAR1 antagonist
CC(=O)c1ccc(N2CCN(Cc3cc(=O)n4c(-c5ccccc5)csc4n3)CC2)cc1	0	-0.4	-15	0	-2	2	7	-8	-2
CCOc1ccc(CN2CCN(Cc3cnc(N4CCOCC4)s3)CC2CCO)cc1 (stereo not drawn)	5	3.6	-4	-2	3	-2	-9	6	-14
O=C(CCCCn1c(=S)[nH]c2ccsc2c1=O)NCc1ccc2c(c1)OCO2	12	0.3	-3	-1	10	14	17	4	27
CN1CCN(C(=O)CN(C2CCCCC2)S(=O)(=O)c2ccc(Br)cc2)CC1	-15	18	0	-6	7	18	-11	1	2
O=C(COC(=O)c1cc([N+](=O)[O-])ccc1NCCO)NCc1cccs1	3	0.9	-1	-1	7	-13	4	-1	5
O=C(Nc1ccc(Oc2ccsc2C(=O)O)cc1)c1ccccc1F	5	1.1	0	-2	1	9	6	-4	2
COC(=O)c1cc(=O)nc(NN=Cc2ccc(OC)cc2)s1	-7	x	-2	1	x	-9	x	2	x
OCc1nnc2c3ccccc3c(-c3ccccc3)nn12	7	-1.9	-1	1	14	8	-12	-2	13
NC(=O)c1sc2nc(-c3ccccc3)ccc2c1N	15	1.3	4	-1	-1	24	1	-8	20
Nc1nnc(SCC(=O)NC2CCCCC2)s1	-1	3.4	-2	-1	5	12	-9	-2	11

Bioassay records from PubChem.
